Vif-APOBEC3G blk – qHTS for Inhibitors of Vif-A3G Interactions: qHTS; AID 602310, 2012; HeLa A3G-eYFP + Vif (tagged APOBEC3G with the HIV-1 protein that degrades it), YFP fluorescence, overnight; Potency, µM (highest dose often 46.1 µM), without a hit: top-dose activity, negative = active, most hits filed as inhibitors; 0.076% of 410,000 active;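 note: nearly all actives have a fitted effect of over 60% in size; hits raise eYFP signal because A3G escapes Vif-driven loss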
Target sequence (Q9HC16 whole entry, looked up): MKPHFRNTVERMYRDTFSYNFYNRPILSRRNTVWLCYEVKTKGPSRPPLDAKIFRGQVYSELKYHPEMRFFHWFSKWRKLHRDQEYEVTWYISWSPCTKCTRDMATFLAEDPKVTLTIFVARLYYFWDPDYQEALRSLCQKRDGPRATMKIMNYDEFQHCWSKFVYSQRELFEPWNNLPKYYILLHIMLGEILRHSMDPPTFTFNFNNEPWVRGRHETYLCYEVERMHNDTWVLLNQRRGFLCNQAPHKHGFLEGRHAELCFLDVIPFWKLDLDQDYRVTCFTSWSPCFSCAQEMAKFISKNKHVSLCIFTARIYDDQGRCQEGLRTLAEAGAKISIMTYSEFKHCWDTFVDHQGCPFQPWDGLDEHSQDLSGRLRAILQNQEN
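HeLa cells stably expressing Vif and C-terminally eYFP-tagged A3G, seeded overnight at 37 deg C, then exposed to compound by pintool overnight at 37 deg C. Rise in yellow fluorescence (Ex 488/Em 500-530, Acumen) marks blocked Vif-driven A3G degradation.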
12-LOX inh – Primary qHTS assay for inhibitors of human arachidonate 12S-lipoxygenase (ALOX12): Round 2 | 1.1% of 580,000 active | Potency, µM (top dose mostly 108 µM), for inactives: top-dose activity change, negative = inhibition, usual class: inhibitors | Polyunsaturated fatty acid lipoxygenase ALOX12 (Homo sapiens), P18054 | purified 12hLO, xylenol orange hydroperoxide absorbance
Target sequence (P18054 whole entry, looked up): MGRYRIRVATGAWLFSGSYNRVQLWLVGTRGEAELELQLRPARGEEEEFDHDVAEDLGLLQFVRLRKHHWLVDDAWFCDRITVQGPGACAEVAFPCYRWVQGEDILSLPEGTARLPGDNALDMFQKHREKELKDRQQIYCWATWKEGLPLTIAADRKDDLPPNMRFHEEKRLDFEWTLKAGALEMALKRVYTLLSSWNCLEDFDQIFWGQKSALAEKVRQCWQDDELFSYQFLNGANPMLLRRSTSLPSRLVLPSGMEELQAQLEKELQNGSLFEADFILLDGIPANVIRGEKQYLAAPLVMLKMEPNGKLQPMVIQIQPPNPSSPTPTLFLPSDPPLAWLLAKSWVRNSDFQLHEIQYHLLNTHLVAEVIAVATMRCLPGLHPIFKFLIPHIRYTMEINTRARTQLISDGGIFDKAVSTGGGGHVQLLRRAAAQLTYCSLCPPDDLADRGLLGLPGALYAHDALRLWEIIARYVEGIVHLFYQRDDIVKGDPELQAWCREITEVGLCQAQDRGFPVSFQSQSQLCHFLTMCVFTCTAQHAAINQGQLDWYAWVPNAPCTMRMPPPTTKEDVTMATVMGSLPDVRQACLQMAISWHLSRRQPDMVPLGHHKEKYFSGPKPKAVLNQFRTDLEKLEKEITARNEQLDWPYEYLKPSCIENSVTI
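Hydroperoxide product was detected by ferrous iron/xylenol orange as the 573 to 405 nm absorbance ratio. Arachidonic acid at 40 uM (final) was turned over for 30 min at room temperature by 150 nM human 12hLO, pH 7.0 Hepes buffer, after 15 min compound preincubation.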
* hit, by the source's call; ? = inconclusive; [ ] = another dose, or the depositor's remark. Calls come from the whole dose curve; as a rule, active = well fitted curve in the direction sought with a large enough effect; inconclusive = small, poorly fitted or top-dose-only effect, or another doubt; inactive = no such curve, though single readings can be large; an effect the other way counts as inactive or inconclusive. % is set by controls: 0 for no effect and ±100 for the full control effect; potency is the fitted concentration of half-maximal effect.

Fields – Vif-APOBEC3G blk, 12-LOX inh
- CC(C)Nc1ncnc2c1ncn2[C@H]1CN(Cc2ccccc2)C[C@@H](CO)O1
  2%, 2%
- COCCNC(=O)C1(C)CCCN(C(=O)c2ccc(C(F)(F)F)cc2)C1 (configuration not stated)
  -2%, 4%
- O=C(Nc1ccccc1)c1ccccc1Br
  -2%, -21%
- COCCNc1nc2cc(-c3ccc(F)cc3)sc2c(=O)n1C
  0%, 31%[activator]
- c1ccc(CNc2nc(NCc3ccccc3)c3sccc3n2)cc1
  -12%, ?
- CCCNC(=O)C1(C)CCCN(C(=O)COc2ccc(C(C)(C)C)cc2)C1 (configuration not stated)
  2%, 3%
- CNc1ccc(/C=C\CCCO)cn1
  -2%, -5%
- CC(=O)C1=CCC(c2ccccc2F)N(S(=O)(=O)c2ccc(C)cc2)C1 (configuration not stated)
  -27%, ?
- CCOC(=O)C1CCCN(C(=O)c2ccc3ccccc3c2)CC1 (configuration not stated)
  -3%, -5%
- CCCNC(=O)C1(C)CCCN(C(=O)c2ccc(F)cc2Cl)C1 (configuration not stated)
  -2%, 8%
- COC(=O)c1ccc2nc(C3CCCCC3)c(Cc3cccc(Cl)c3)n2c1
  -8%, ?
- O=C(NCc1ccccc1)c1cc(C2CCCN(S(=O)(=O)c3cccs3)C2)on1 (configuration not stated)
  0%, 3%
- CC(=O)c1ccc(N2CCN(S(=O)(=O)c3ccc4c(c3)CCC(=O)N4)CC2)cc1
  1%, 2%
- Oc1cccc(-c2csc(C(O)(c3ccccc3)C(F)(F)F)n2)c1 (configuration not stated)
  -11%, ?
- CCN(CC)C(=O)c1cccc(-c2csc(C(NC(C)=O)c3ccccc3)n2)c1 (configuration not stated)
  -4%, -3%
- COc1ccccc1-c1noc2c1C(=O)N(Cc1cn(-c3ccccc3)nn1)CC2
  1%, 7%
- COc1cccc(-c2cc(NC=O)c3ncc(-c4cccc(C(=O)NCCN(C)C)c4)n3c2)c1
  -6%, -16%
- COc1ccc(CNc2nccn3ccnc23)cc1
  -3%, 15%
- O=C(Nc1ccc(OCc2ccccc2)cc1)Nc1nnc([C@@H]2C[C@H](O)[C@@H](CO)O2)s1
  -9%, -17%
- CNC(=O)OCc1ncn(-c2ccccc2)c1COC(=O)NC
  4%, 12%
- CCCC(=O)N1CCCC(c2cc(C(=O)NCc3cccnc3)no2)C1 (configuration not stated)
  0%, 5%
- O=C(NCCc1ccccc1F)c1[nH]c(C(F)(F)F)nc1-c1ccccc1
  -4%, -16%
- COc1ccc(Cl)cc1CC1(C)C(=O)Nc2ccc(S(=O)(=O)NC3CCCCC3)cc21 (configuration not stated)
  -2%, 0%
- OCC[C@@H]1C[C@H](O)[C@@H](O)[C@@]2(OCCCc3cc(Cl)ccc32)O1
  1%, 4%
- Cc1cccc(NC(=O)CNC(=O)[C@H]2O[C@@H](n3cnc4c(N)ncnc43)[C@H](O)[C@@H]2O)c1C
  3%, -22%
- CC1(Cc2ccc(Cl)c(Cl)c2)C(=O)Nc2ccc(S(=O)(=O)NC3CCCCC3)cc21 (configuration not stated)
  -6%, ?
- CCNC(=O)C1(C)CCCN1C(=O)c1cc(OC)c(OC)c(OC)c1 (configuration not stated)
  2%, 4%
- COc1cc(NC(=O)Nc2cccn3nc(COCCO)nc23)cc(OC)c1OC
  -8%, -1%
- OC(c1ccc(F)cc1)c1nc(-c2cccc(F)c2)cs1 (configuration not stated)
  -8%, -28%
- Cn1c(=O)cc(OCCCC(=O)Nc2cccc(Cl)c2)c2ccccc21
  -1%, 9%
- CCOc1ccc(-c2cc(C(=O)NCc3ccccc3)[nH]n2)c(C)c1
  -4%, 20%
- CN1CCN(c2ccc(-c3cccc4nccn34)cn2)CC1
  1%, -3%
- CC1(C(=O)Nc2cccc(C#N)c2)CCN1C(=O)Cc1ccc(-c2ccccc2)cc1 (configuration not stated)
  2%, ?
- CCc1nc2ccc(C(=O)NCc3ccccc3OC)cn2c1N(C)Cc1ccc(N(C)C)cc1
  2%, 8%
- CC1(C(=O)NCc2cccnc2)CCN1C(=O)c1cccc(F)c1 (configuration not stated)
  0%, -14%
- O=C(Nc1ccc2c(c1)OCCO2)C(C1CC1)N1CCN(C/C=C/c2ccccc2)CC1 (configuration not stated)
  -2%, -15%
- CCCNC(=O)C1(C)CCCN(C(=O)/C=C/c2ccccc2)C1 (configuration not stated)
  -2%, 1%
- C=CCNc1ncnc2c1ncn2[C@H]1CN(Cc2ccccc2)C[C@@H](COC(C)=O)O1
  -1%, -9%
- CCc1nc2ccc(C(=O)NCCCN3CCCC3=O)cn2c1N(CC)C(=O)NCCc1ccccc1
  2%, -12%
- CCNC(=O)C1(C)CCCN(CCOc2ccc(OC)cc2)C1 (configuration not stated)
  2%, 0%
- O=C(COc1ccc(CNC[C@H]2O[C@@H](n3ccc(=O)[nH]c3=O)[C@H](O)[C@@H]2O)cc1)Nc1nccs1
  3%, -12%
- Cc1cc(Br)cn2c(Cc3ccsc3)c(-c3ccco3)nc12
  ?, ?
- CC(=O)Nc1ccc(NCCc2cccs2)cc1
  -4%, 0%
- COCCNc1nc(NCc2cccs2)nc2ccsc12
  -1%, 10%
- C#CCOc1ccc(CNC[C@H]2O[C@@H](n3ccc(=O)[nH]c3=O)[C@H](O)[C@@H]2O)cc1
  -1%, 12%
- COc1ccc(-c2ccc(C(=O)Nc3cccc(Oc4ccccc4)c3)c3occc23)c(C)c1
  1%, 1%
- COc1ccccc1CCC(=O)Nc1ccc2c(c1)c(=O)n(C)n2Cc1ccc(F)cc1
  ?, 1%
- c1coc(-c2cc3nc(NC4CCCCC4)ccn3n2)c1
  ?, 45µM*
- CC1(C(=O)NS(=O)(=O)C2CC2)CCCN(C(=O)c2ccc3c(c2)OCO3)C1 (configuration not stated)
  1%, 0%
- CCOC(=O)C1(C)CCN1C(=O)c1cc(F)ccc1C (configuration not stated)
  -1%, 4%

(further entries)
Fields – Vif-APOBEC3G blk, 12-LOX inh
- Cc1cc(C(=O)N2CCC(C)(C(=O)NS(=O)(=O)C3CC3)C2)n(C(C)(C)C)n1 (configuration not stated)
  -2%, -5%
- CC1(Cc2ccccc2OC(F)(F)F)C(=O)Nc2cc(-c3ccccc3Cl)ccc21 (configuration not stated)
  -3%, -11%
- CC1(C(=O)NCC2CC2)CCN1C(=O)C1(c2ccccc2)CC1 (configuration not stated)
  -4%, 10%
- Fc1ccccc1-c1nc(NCC2CC2)nc2ccsc12
  -9%, ?
- CC(CC(=O)Nc1ccc2c(c1)c(=O)n(C)n2Cc1ccc(F)cc1)c1ccccc1 (configuration not stated)
  ?, -9%
- Cn1c(=O)c2cc(NC(=O)NCCc3ccccc3)ccc2n1Cc1ccccc1
  -8%, -14%
- O=C(NCc1ccccc1F)Nc1nnc([C@H]2C[C@H](O)[C@@H](CO)O2)s1
  4%, -12%
- Cc1ccc(S(=O)(=O)NC(=O)C2(C)CCN2C(=O)C2(c3ccc(Cl)cc3)CC2)nc1 (configuration not stated)
  -1%, -26%
- Cc1ccccc1S(=O)(=O)NC(=O)C1(C)CCN1C(=O)CC(c1ccccc1)c1ccccc1 (configuration not stated)
  -2%, -4%
- CC1(C(=O)NS(=O)(=O)c2ccc3c(c2)CCO3)CCN1C(=O)c1ccccc1CCc1ccccc1 (configuration not stated)
  -3%, -9%
- CC(=O)Nc1ccc(-c2ccnc3c2CC(C(=O)NCc2ccco2)O3)cc1 (configuration not stated)
  ?, -8%
- CC1(C(=O)NCc2ccccc2Br)CCN1Cc1c(F)cccc1F (configuration not stated)
  0%, -10%
- COc1ccc(NC(=O)C2(C)Cc3c(-c4ccc(NC(C)=O)cc4)ccnc3O2)cc1OC (configuration not stated)
  -4%, 4%
- Cc1ccc2nc(-c3ccccc3)c(Cc3ccccn3)n2c1
  -5%, ?
- C(=C\c1ccccc1)/CN1CCN(C(c2cc3ccccc3o2)c2nnnn2Cc2ccccc2)CC1 (configuration not stated)
  -4%, -3%
- Cc1noc(C)c1Cn1c(C)c(C(=O)NCc2ccc3c(c2)OCCO3)sc1=O
  -1%, 9%
- O=C(Nc1cccc(Cc2ccccc2)c1)Nc1ccc2nc([C@@H]3O[C@H](CO)[C@@H](O)[C@H](O)[C@H]3O)[nH]c2c1
  1%, -2%
- Cc1ccc(S(=O)(=O)NC(=O)C2(C)CCN2C(=O)CCc2ccc(Cl)cc2Cl)cc1 (configuration not stated)
  -1%, -13%
- COc1cc(C(O)c2nc(-c3cccc(C#N)c3)cs2)ccc1F (configuration not stated)
  -3%, -3%
- CC(C)(C)S(=O)N1Cc2cc(C(=O)Nc3ccc(-c4ccccc4)cc3)nc(-c3cccc(-c4cc5ccccc5o4)c3)c2[C@@H]1CCO (some centres not stated)
  -14%, -11%

Ordered by SMILES length (largest number first): 5 of the compounds above.
Fields – Vif-APOBEC3G blk, 12-LOX inh
- O=C(Nc1cccc(Cc2ccccc2)c1)Nc1ccc2nc([C@@H]3O[C@H](CO)[C@@H](O)[C@H](O)[C@H]3O)[nH]c2c1
  1%, -2%
- Cc1cccc(NC(=O)CNC(=O)[C@H]2O[C@@H](n3cnc4c(N)ncnc43)[C@H](O)[C@@H]2O)c1C
  3%, -22%
- CC1(Cc2ccccc2OC(F)(F)F)C(=O)Nc2cc(-c3ccccc3Cl)ccc21 (configuration not stated)
  -3%, -11%
- CC(=O)Nc1ccc(-c2ccnc3c2CC(C(=O)NCc2ccco2)O3)cc1 (configuration not stated)
  ?, -8%
- Cc1ccc2nc(-c3ccccc3)c(Cc3ccccn3)n2c1
  -5%, ?

Continuation.
Fields – Vif-APOBEC3G blk, 12-LOX inh
- CC1(C(=O)NCc2cccc3ccccc23)CCN1Cc1ccc2ccccc2c1 (configuration not stated)
  -8%, -17%
- CC(C)c1ccc(NC(=O)C2Cc3c(-c4ccco4)ccnc3O2)cc1 (configuration not stated)
  -4%, -8%
- COCCCN1C(=O)C(CC(=O)NCc2ccco2)CC(C(=O)N(C(C)C)C(C)C)=C1C (configuration not stated)
  -1%, -11%
- COc1ccccc1CNc1nc(NCc2ccccc2OC)c2sccc2n1
  -10%, ?
- CC1(C(=O)Nc2ccc(F)cc2F)CCN1C(=O)Cc1ccccc1 (configuration not stated)
  3%, 6%
- Cn1nccc1-c1coc2c(C(=O)NCc3ccccc3)cccc12
  -5%, ?
- CCOC(=O)C1(C)CCCN(C(=O)c2ccccc2C(F)(F)F)C1 (configuration not stated)
  -2%, -1%
- O=C(Nc1ccccc1Cl)c1cc(C2CCCN(C(=O)C3CCCCC3)C2)on1 (configuration not stated)
  0%, ?
- COc1cccc(CNC(=O)C2(C)CCCCN2C)c1 (configuration not stated)
  0%, 10%
- COc1cc(C(O)c2nc(-c3ccccc3)cs2)ccc1F (configuration not stated)
  -3%, -14%
- CN(C)c1ccc(-c2cc(NC=O)c3ncc(-c4ccc(F)c(Cl)c4)n3c2)cc1
  ?, -29%
- Nc1nc2c(ncn2[C@@H]2O[C@H](CNCc3ccc4ncccc4c3)[C@@H](O)[C@H]2O)c(=O)[nH]1
  -1%, 1%
- CC1(C)OC(=O)C2=C(C[C@@H](CCC(F)(F)F)O[C@H]2c2ccc(F)cc2)O1
  -5%, -5%
- NC(CO)c1csc(NC(=O)Nc2cccc(Cl)c2)n1 (configuration not stated)
  -3%, -4%
- O=S1(=O)CC(N2CCC(c3ccccc3)CC2)CN1C1CCCCC1 (configuration not stated)
  0%, -27%
- CC(=O)Nc1ccc(-c2ccnc3c2CC(C(=O)NCc2ccc(N4CCN(C)CC4)cc2)O3)cc1 (configuration not stated)
  -3%, -2%
- CCCCNC(=O)c1nc(C2CCN(S(=O)(=O)c3ccccc3C(F)(F)F)CC2)oc1-c1ccccc1
  1%, 1%
- Cc1ccc(F)cc1C(=O)N1CCCCC1c1cc(C(=O)Nc2ccc(F)c(Cl)c2)no1 (configuration not stated)
  0%, 2%
- CC1=C(C(=O)N2CCCCCC2)CC(CC(=O)NCc2ccco2)C(=O)N1Cc1ccccc1 (configuration not stated)
  -1%, 16%
- CCN(CC)c1ncnc2c1ncn2[C@H]1CN(Cc2cc(OC)c(OC)c(OC)c2)C[C@@H](CO)O1
  -1%, -20%
- CC(=O)Nc1ccc(-c2ccnc3c2CC(C)(C(=O)Nc2ccc(Cl)cc2)O3)cc1 (configuration not stated)
  -9%, -3%
- CC(C)N(C)c1ncnc2c1ncn2[C@H]1CN(Cc2ccc(Cl)cc2)C[C@@H](CO)O1
  0%, ?
- NC(COCc1ccccc1)c1csc(Nc2ncccn2)n1 (configuration not stated)
  -1%, 17%
- CCc1ccc(OC2(C)CCN(CCOc3ccc(C)cc3)C2)cc1 (configuration not stated)
  -3%, ?
- CCN(CC)c1ncnc2c1ncn2[C@H]1CN(Cc2ccc(-c3ccccc3)cc2)C[C@@H](CO)O1
  -10%, -14%
- COc1ccc2[nH]cc(CCNC(=O)/C=C/[C@H]3O[C@@H](n4cnc5c(NC(=O)c6ccccc6)ncnc54)[C@H](O)[C@@H]3O)c2c1
  -2%, -4%
- CCOC(=O)C1=CCN(S(=O)(=O)c2ccccc2F)C1c1cccc(Cl)c1 (configuration not stated)
  -11%, -6%
- COc1ccc(CN2C[C@@H](CO)O[C@@H](n3cnc4c(N5CCOCC5)ncnc43)C2)cc1
  -6%, -14%
- COc1ccccc1NC(=O)Nc1nc(C(N)CC(C)C)cs1 (configuration not stated)
  2%, -3%

High-throughput results deposited in PubChem by National Center for Advancing Translational Sciences (NCATS).

Not all compounds are listed; the hit share may differ from the screen's.
